# Source: PubChem
# Mcl1 Bid PPI = Mcl-1/Bid binding inhibitors, primary screen, biochemical, TR-FRET, 1536-well | Induced myeloid leukemia cell differentiation protein Mcl-1 (Homo sapiens), Q07820 | TR-FRET Mcl-1/Bid-Dy647 peptide binding | inhibition, % at 21.7 µM | 0.97% of 220,000 active;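 active means compounds that cut the binding signal by more than half at the single screening dose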;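 further: His-tagged Mcl-1 with europium anti-His antibody binding Bid BH3 peptide; 0% = Mcl-1 plus peptide wells and 100% = peptide-only wells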
# Target sequence (Q07820 whole entry, looked up): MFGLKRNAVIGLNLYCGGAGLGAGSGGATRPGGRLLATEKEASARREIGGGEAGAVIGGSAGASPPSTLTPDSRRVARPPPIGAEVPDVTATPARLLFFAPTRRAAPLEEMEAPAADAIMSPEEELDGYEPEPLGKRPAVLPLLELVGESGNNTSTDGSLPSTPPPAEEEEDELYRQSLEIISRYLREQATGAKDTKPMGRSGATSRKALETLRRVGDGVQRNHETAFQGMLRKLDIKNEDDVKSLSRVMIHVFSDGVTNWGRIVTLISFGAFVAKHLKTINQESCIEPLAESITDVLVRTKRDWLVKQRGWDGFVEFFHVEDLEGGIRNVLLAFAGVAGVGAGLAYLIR
# Bim-Bfl-1 = inhibitors of Bim binding to Bfl-1, primary screen, biochemical, multiplexed, bead-based flow cytometry | Bcl-2-related protein A1 (Homo sapiens), Q16548 | Bim-Bfl-1 binding inhibition | inhibition, % at 10 µM | 0.12% of 190,000 active | AID 1008, 2008;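 further: 0% = wells without compound plus tracer and 100% = blocker peptide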
# Bcl-B Bim block = inhibitors of Bim-Bcl-B binding, primary screen, biochemical, multiplexed, human Bcl-2 family. bead-based flow cytometry, Bim peptide-Bcl-B binding. inhibition, % at 10 µM. 0.073% of 190,000 active. AID 951, 2007;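 further: 0% = tracer peptide without compound and 100% = reference inhibitor peptide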
# Target sequence (Q9HD36 whole entry, looked up): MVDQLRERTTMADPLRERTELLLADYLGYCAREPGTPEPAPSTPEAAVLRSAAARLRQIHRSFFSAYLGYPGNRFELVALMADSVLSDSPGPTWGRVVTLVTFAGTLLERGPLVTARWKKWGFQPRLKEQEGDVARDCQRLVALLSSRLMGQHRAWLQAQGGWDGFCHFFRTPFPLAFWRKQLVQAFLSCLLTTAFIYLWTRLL
# GSH fluor = compound fluorescence on glutathione beads, profiling panel, artefact control, biophysical, 488/530 nm, flow cytometry; GSH beads flow cytometry, compound fluorescence 488/530 nm; stronger effect = higher value; fluorescence (KMESF) at 10 µM; 0.25% of 190,000 active; AID 1776, 2009; in the data active means fluorescence above about 89;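 further: glutathione beads carrying GST-tagged Bcl family fusion proteins plus one bare bead set; values are compound well signal with DMSO vehicle wells as background; inactives centre near 16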
# Bim-Bcl-W = inhibitors of Bim binding to Bcl-W, primary screen, biochemical, multiplexed, bead-based flow cytometry; Bcl-2-like protein 2 (Homo sapiens), Q92843; Bim peptide-Bcl-W binding; inhibition, % at 10 µM; 0.02% of 190,000 active;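 further: 0% = bound tracer without compound and 100% = peptide blocker; higher means less fluorescent Bim peptide bound to Bcl-W beads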
# Target sequence (Q92843 whole entry, looked up): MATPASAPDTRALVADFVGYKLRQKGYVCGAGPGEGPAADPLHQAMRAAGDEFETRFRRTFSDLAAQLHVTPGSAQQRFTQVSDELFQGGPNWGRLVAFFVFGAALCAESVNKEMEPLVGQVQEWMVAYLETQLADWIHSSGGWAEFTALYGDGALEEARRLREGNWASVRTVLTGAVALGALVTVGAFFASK
# RGS4-Gao reg = modulators of RGS4 binding to Galphao, primary screen, biochemical, multiplexed bead flow cytometry; 0.33% of 220,000 active; AID 1415, 2008; binding response (% of control), % at 10 µM; actives lie on both sides; Guanine nucleotide-binding protein G(o) subunit alpha (Homo sapiens), P09471; in the data active means binding response below about 49% or above about 150%; inactive means in between;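 further: fluorescent Galphao activated with aluminum fluoride binding bead-coupled RGS4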
# Bcl-XL Bim block = inhibitors of Bim-Bcl-XL binding, primary screen, biochemical, multiplexed, bead flow cytometry, human Bcl-XL. Bcl-2-like protein 1 (Homo sapiens), Q07817. Bim peptide-Bcl-XL binding, fluorescence. inhibition, % at 10 µM. 0.04% of 190,000 active. AID 1007, 2008
# Target sequence (Q07817 whole entry, looked up): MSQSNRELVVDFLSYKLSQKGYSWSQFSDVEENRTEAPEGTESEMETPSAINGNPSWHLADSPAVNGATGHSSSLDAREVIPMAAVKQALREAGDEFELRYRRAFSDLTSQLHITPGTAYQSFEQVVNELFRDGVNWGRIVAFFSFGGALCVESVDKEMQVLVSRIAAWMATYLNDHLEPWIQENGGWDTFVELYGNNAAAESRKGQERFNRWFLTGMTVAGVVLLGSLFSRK
# Bim-Bcl-2 = inhibitors of Bim-Bcl-2 binding, primary screen, biochemical, multiplexed, human Bcl-2 family. inhibition, % at 10 µM. Apoptosis regulator Bcl-2 (Homo sapiens), P10415. 0.06% of 190,000 active. Bead-based flow cytometry, Bim peptide-Bcl-2 binding. AID 950, 2007; in the data active means inhibition above about 40%; inconclusive means no clear call, values can overlap the other calls;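 further: 0% = no compound wells with probe peptide and 100% = reference peptide inhibitor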
# RGS8-Gao reg = RGS8-Galphao binding modulators, primary screen, biochemical, multiplexed bead flow cytometry; actives lie on both sides; response (percent of control binding), % at 10 µM; 0.34% of 220,000 active; AID 1423, 2008; in the data active means response below about 60% or above about 140%; inactive means in between;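 further: Galphao activated as the GDP aluminium fluoride complex binding bead-coupled RGS8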
# Mcl-1 Bim block = inhibitors of Bim peptide binding to Mcl-1, primary screen, biochemical, bead-based flow cytometry, multiplex | 0.1% of 190,000 active | Bim peptide-Mcl-1 binding | AID 1009, 2008 | Induced myeloid leukemia cell differentiation protein Mcl-1 (Homo sapiens), Q07820 | inhibition, % at 10 µM;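 further: 0% = no compound tracer wells and 100% = peptide blocker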
# RGS7-Gao = RGS7-Galphao binding modulators, primary screen, biochemical, multiplexed bead flow cytometry. 0.35% of 220,000 active. actives lie on both sides. binding response (% of control), % at 10 µM. AID 1439, 2008. Guanine nucleotide-binding protein G(o) subunit alpha (Homo sapiens), P09471; in the data active means binding response below about 49% or above about 150%; inconclusive means no clear call, values can overlap the other calls; inactive means in between;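 further: fluorescent Galphao held in activated GDP-AlF4 state binding bead-coupled RGS7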
# * hit, by the source's call; ? = inconclusive. Unless noted, no stated cut-off is given here; in the data, active means inhibition above about 40%.
molecule	RGS4-Gao reg	RGS8-Gao reg	Mcl-1 Bim block	Bim-Bcl-2	Mcl1 Bid PPI	RGS7-Gao	Bcl-B Bim block	GSH fluor	Bcl-XL Bim block	Bim-Bcl-W	Bim-Bfl-1
O=C(C1CCCN(S(=O)(=O)c2ccccc2)C1)N1CCCCCC1 (stereo not drawn)	116	101	-5	-1	3	99	-9	19	-4	0	0
O=C(Nc1ccccc1F)Nc1ccc([N+](=O)[O-])cc1Cl	103	104	15	-2	-9	106	-4	22	3	1	-6
CCOC(=O)c1cc2c(=O)n3cccc(C)c3nc2n(CCCOC)c1=NC(=O)c1cccnc1	98	98	0	0	-8	98	0	13	-3	0	0
O=C(CN1C(=O)C2C3C=CC(C4CC34)C2C1=O)NCc1ccco1 (stereo not drawn)	100	100	0	-7	-35	?	-5	15	-4	-3	-9
O=C(NCCCN1CCc2ccccc2C1)Nc1ccc(Cl)cc1	100	102	-1	-1	-12	98	0	16	-1	-4	-1
Cc1cccc(OCC(=O)NC(=S)Nc2ccccc2N2CCOCC2)c1	99	100	-1	1	-22	101	-3	6	-2	0	1
Cc1cccc(NC(=O)/C(=C\c2ccco2)NC(=O)c2cccs2)c1	100	102	1	0	-34	101	3	9	0	-1	2
Cc1nc(-c2ccc(Cl)cc2)sc1C(=O)O	103	98	0	-3	-5	97	-4	10	0	-3	-6
CCOC(=O)C(=CNc1ccc(C)cc1C)C(=O)OCC	106	100	0	-3	-1	103	-4	36	-15	0	-8
CCn1c(C(=O)NCc2ccccn2)cc2sccc21	99	97	-6	-4	-24	100	-3	25	-3	-2	-2
COc1ccccc1-n1c(SCC(=O)c2ccc(O)cc2O)nc2cc([N+](=O)[O-])ccc21	100	104	-3	-4	-37	98	-6	3	-6	-2	1
Cc1ccc(CCCOC(=O)C[N+]2(C)CCCC2)cc1	100	105	1	0	12	102	-5	9	-1	3	0
Cc1ccc(NC(=O)c2c(-c3ccccc3)noc2C)nc1	93	105	-9	-3	-31	94	-4	12	-10	-7	0
Cc1nc(N2CCCCC2)c2c(C)c(C(=O)Nc3ccccc3C(F)(F)F)sc2n1	99	102	-2	-9	-2	100	-11	15	-3	-5	-6
COc1ccc(C(=O)NCCCCCC(=O)N/N=C/c2ccco2)cc1OC	101	101	-5	0	6	100	-7	26	-6	-3	-3
Cc1nn(-c2ccccc2)c(C)c1/C=N/N1CCN(c2ccccc2)CC1	98	98	3	-4	2	101	-5	23	-1	3	-14
Cc1ccc(C)c(N2CCN(C(=O)CCCCn3c(=O)[nH]c4ccccc4c3=O)CC2)c1	102	100	-1	-1	-2	101	-1	13	-2	-1	-2
O=C(/C=C/c1ccc(O)c(O)c1)c1ccc(S(=O)(=O)N2CCCCCC2)cc1	85	94	-2	4	-44	83	-7	4	-6	1	9
Cc1ccc(/C=C2/NC(=O)N(Cc3ccccc3)C2=O)o1	96	84	2	11	-27	98	-1	7	5	11	29
O=C(CCC(=O)OCC(=O)c1ccccc1)NC1CCCCC1	105	101	2	0	-18	106	0	14	-2	-3	-2
Cc1c(NC(=O)C(C)OC(=O)c2cccnc2)c(=O)n(-c2ccccc2)n1C (stereo not drawn)	104	100	-3	-3	-13	103	-9	10	-5	-1	-2
CC1CCc2onc(C(=O)O)c2C1 (stereo not drawn)	98	100	-1	-3	-12	102	-4	13	-6	0	-6
CCc1cccc(CC)c1NC(=O)COC(=O)CC1c2ccccc2CCN1S(=O)(=O)c1ccc(F)cc1 (stereo not drawn)	102	100	-6	3	-11	105	4	7	-2	0	8
COC(=O)c1cc(NC(=O)CN2CCOCC2)cc(C(=O)OC)c1	99	101	-3	-9	-19	98	-4	23	-4	0	-15
COc1ccc(-c2nc(NC(=O)Cn3cnnn3)sc2C)cc1	101	103	0	2	-15	101	-3	32	-2	0	-2

# Pulled by structure from the entries so far (two):
molecule	RGS4-Gao reg	RGS8-Gao reg	Mcl-1 Bim block	Bim-Bcl-2	Mcl1 Bid PPI	RGS7-Gao	Bcl-B Bim block	GSH fluor	Bcl-XL Bim block	Bim-Bcl-W	Bim-Bfl-1
COc1ccc(C(=O)NCCCCCC(=O)N/N=C/c2ccco2)cc1OC	101	101	-5	0	6	100	-7	26	-6	-3	-3
Cc1nn(-c2ccccc2)c(C)c1/C=N/N1CCN(c2ccccc2)CC1	98	98	3	-4	2	101	-5	23	-1	3	-14

# (cont.)
molecule	RGS4-Gao reg	RGS8-Gao reg	Mcl-1 Bim block	Bim-Bcl-2	Mcl1 Bid PPI	RGS7-Gao	Bcl-B Bim block	GSH fluor	Bcl-XL Bim block	Bim-Bcl-W	Bim-Bfl-1
COC(=O)c1sc(Nc2ccccc2)nc1C	102	100	0	-9	-29	98	-8	12	-5	0	-9
Cc1csc2nc(CSc3ccc(Cl)cc3)cn12	99	97	0	1	-15	109	-4	22	-2	0	-1
CN(C)NC(=S)Nc1ccc(Cl)cc1	100	100	1	-4	-75	101	-2	6	-2	0	-6
O=C1CC(Cc2ccccc2)C(=O)N1c1ncccn1 (stereo not drawn)	100	103	3	-6	-34	100	-4	10	-1	2	-6
Cc1cc2nnc(SCC(=O)Nc3cccc(S(=O)(=O)N4CCOCC4)c3)n2c2ccccc12	98	101	4	2	-7	104	2	8	5	4	3
CC/C(C)=C1\SC(N2CCN(C(C)=O)CC2)=NC1=O	99	100	0	-5	5	98	-6	53	6	-1	-6
Cc1ccc(S(=O)(=O)NN2C(=O)c3ccccc3NC2(C)C)cc1	103	109	1	0	-19	105	0	20	0	0	0
COCC(=O)Nc1nnc(C2CCCCC2)s1	87	105	-8	-1	-20	135	-3	14	-4	-1	-7
CCC(=O)Nc1cccc(NC(=O)CSc2nnc(-c3ccc(NS(C)(=O)=O)cc3)n2CC)c1	100	101	-1	-8	1	103	-6	11	-7	-1	-8
CCOc1ccc(N2C(=O)/C(=C/c3cc(OC)c(OC)c(OC)c3)N(CC(=O)OC)C2=S)cc1	97	100	1	0	-4	96	-2	12	1	0	0
O=C(NCc1ccco1)C1CN(S(=O)(=O)c2ccccc2)CCN1S(=O)(=O)c1ccccc1 (stereo not drawn)	101	99	13	17	-1	99	13	28	15	11	25
Cc1ccc(-c2cc(C(=O)N3CCCc4ccccc43)no2)cc1	105	102	0	-2	2	109	0	14	-4	1	-2
Cc1ccccc1NC(=O)CSc1nc2c(c(-c3ccco3)c1C#N)CCCC2	92	98	-2	-8	-46	88	-9	47	-2	-1	-7
Clc1ccc2nc(N3CCCCC3)sc2c1	97	104	-3	-11	-31	97	-6	11	-6	-4	-8
O=C(NCc1ccco1)c1ccc(COCC(F)(F)C(F)F)cc1	102	100	-7	-6	2	99	-10	23	-8	-4	-20
O=C(Nc1ccccc1N1CCOCC1)c1ccc(Cl)c(S(=O)(=O)NCc2ccco2)c1	102	102	-8	-6	-11	100	-17	14	-16	-9	-10
CC(C)NC(=O)C1CCN(Cc2cnn(-c3ccccc3)c2-n2cccc2)CC1	100	103	-3	-11	-20	99	-7	27	-7	-2	-20
Cc1nnc(SCC(=O)NC(C)(C)C)n1NCc1c(F)cccc1Cl	101	101	-3	0	10	94	-4	11	0	1	-6
CCOC(=O)N1CCN(C(=O)CN(Cc2ccccc2)S(=O)(=O)c2ccc(OC)c(C)c2)CC1	101	103	0	-10	1	98	-7	52	-3	0	-10
N#Cc1cccc(N=Cc2c(O)ccc3ccccc23)c1	100	101	2	7	-22	100	2	6	0	2	10
CC12CCC(c3n[nH]c(=S)nc31)C2(C)C (stereo not drawn)	95	81	-9	-1	-11	99	-42	24	-5	-1	15
CCc1nc(Sc2nnnn2-c2ccccc2)c2c3c(sc2n1)CCCC3	105	102	-1	0	-25	104	0	9	-2	1	3
CCC1COC(c2cccn2Cc2ccccc2Cl)=N1 (stereo not drawn)	97	98	2	-1	-10	101	0	21	0	1	1
OC1(c2cccnc2)CCN(Cc2nnnn2Cc2ccccc2)CC1	105	102	-1	-3	-5	104	-4	10	-2	-1	-5
COc1cc(/C=C2/C(=N)N3C=CSC3=NC2=O)ccc1OCCCOc1cc(C)ccc1C	97	101	1	2	-4	102	1	9	-2	-3	1
CC1CN(CC(=O)Nc2cc(S(=O)(=O)N3CCCC3)ccc2Cl)CC(C)O1 (stereo not drawn)	101	100	-4	-6	3	?	2	11	-1	-2	0
COc1cc(/C=N\NC(=O)c2c(C)nc3cc(C)ccn23)ccc1O	84	97	1	1	-68	88	-1	9	0	2	-3
O=C(CN1CCOCC1)Nc1ccc(C2CCCCC2)cc1	105	100	-1	-7	-7	102	-7	40	-7	0	-9
COc1ccc(C(C(=O)NCC2CCCO2)N(C(=O)CNC(=O)c2cccs2)c2ccccc2C)cc1OC (stereo not drawn)	97	101	0	0	-4	98	0	12	0	0	-4
CCOc1cc(S(=O)(=O)Nc2ccc(CC)cc2)ccc1Cl	102	101	2	-3	-22	98	-2	6	-1	4	-14
COc1ccc(C2OCC3(CO2)SC(N)=NC3=O)cc1 (stereo not drawn)	101	101	0	-3	-31	95	-9	15	-6	0	-12
CC(=O)C1=C(O)CC(C)(C)CC1=NCc1nc2ccccc2[nH]1	102	101	0	-1	-15	98	-3	11	-3	-1	-3
O=C(CSc1nc(-c2ccc(F)cc2)cs1)NCCN1C(=O)CSC1=O	101	101	-2	6	-40	?	6	13	3	9	9
O=C(Nc1cc(=O)c2ccccc2o1)N1CCOCC1	90	94	0	-3	-24	89	-7	37	0	0	-10
O=C(CSc1ncnc2ccccc12)Nc1ccc2c(c1)OCCO2	100	102	0	-6	-2	?	-5	12	-4	-3	-7
c1ccc(C2=Nn3c(nnc3-c3ccccn3)SC2)cc1	101	100	1	-7	-27	98	-3	13	0	2	-5
Cc1ccc(NC(=O)NC2=NN(c3ccccc3)C(=O)/C2=C2/CCCN2C)cc1	95	99	-1	-3	-8	?	-7	17	-6	0	-7
COCCN(Cc1cc2cc3c(cc2nc1Cl)OCO3)C(C)=O	103	97	0	-3	15	114	-3	11	-2	-1	-6
CN(c1ccccc1)S(=O)(=O)c1ccc(Cl)c(C(=O)NCCc2c[nH]c3ccccc23)c1	112	121	-5	-8	-30	119	-5	5	-4	-1	0
CC(C)c1[nH]nc2c1C1(CCN(Cc3ccccc3)CC1)C(C#N)=C(N)O2	104	102	-4	-13	-6	107	-9	50	1	4	-10
CCc1c(C(=O)N/N=C/c2ccsc2)csc1C	99	106	-5	-6	-31	99	-8	13	-8	-6	-3
